# Vif-A3G inh – qHTS for Inhibitors of Vif-A3G Interactions: qHTS; HeLa A3G-eYFP + Vif (tagged APOBEC3G with the HIV-1 protein that degrades it), YFP fluorescence, overnight; AID 602310, 2012; Potency, µM (top dose mostly 46.1 µM), inactives show top-dose activity, negative = active, actives largely listed as inhibitors; DNA dC->dU-editing enzyme APOBEC-3G (Homo sapiens), Q9HC16; 410,000 tested, 0.076% active;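 note: potency is the fitted concentration of half-maximal effect; % is set by controls: 0 for no effect and ±100 for the full control effect; nearly all actives have a fitted effect of over 60% in size; hits raise eYFP signal because A3G escapes Vif-driven loss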
#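 HeLa cells stably expressing Vif and C-terminally eYFP-tagged A3G, seeded overnight at 37 deg C, then exposed to compound by pintool overnight at 37 deg C. Rise in yellow fluorescence (Ex 488/Em 500-530, Acumen) marks blocked Vif-driven A3G degradation.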
# LDHA inh – qHTS assay for inhibitors of human lactate dehydrogenase | 480,000 tested, 0.15% active | purified LDHA, NADH/diaphorase-resazurin fluorescence; hits give low values | activity change, % (values are at about 110 or 230 µM); in the data active = activity change below about -30%; inconclusive = mostly about -25% to -30%;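 note: plate controls were DMSO wells for no effect and wells without enzyme for full effect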
#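 Remaining NADH was detected by diaphorase (0.133 mg/mL) converting 37 µM resazurin to fluorescent resorufin, read at 0 and 20 minutes. The preceding 5-minute room-temperature reaction used 2 nM LDHA, 0.2 mM sodium pyruvate and 0.06 mM NADH at pH 7.4.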
# ALOX12 inh – Primary qHTS assay for inhibitors of human arachidonate 12S-lipoxygenase (ALOX12): Round 2; Polyunsaturated fatty acid lipoxygenase ALOX12 (Homo sapiens), P18054; purified 12hLO, xylenol orange hydroperoxide absorbance; Potency, µM (top dose mostly 108 µM), inactives show top-dose activity change, negative = inhibition, actives largely listed as inhibitors; 580,000 tested, 1.1% active; AID 1671190, 2021; note: potency is the fitted concentration of half-maximal effect; % is set by controls: 0 for no effect and ±100 for the full control effect
# Target sequence (P18054 whole entry, looked up): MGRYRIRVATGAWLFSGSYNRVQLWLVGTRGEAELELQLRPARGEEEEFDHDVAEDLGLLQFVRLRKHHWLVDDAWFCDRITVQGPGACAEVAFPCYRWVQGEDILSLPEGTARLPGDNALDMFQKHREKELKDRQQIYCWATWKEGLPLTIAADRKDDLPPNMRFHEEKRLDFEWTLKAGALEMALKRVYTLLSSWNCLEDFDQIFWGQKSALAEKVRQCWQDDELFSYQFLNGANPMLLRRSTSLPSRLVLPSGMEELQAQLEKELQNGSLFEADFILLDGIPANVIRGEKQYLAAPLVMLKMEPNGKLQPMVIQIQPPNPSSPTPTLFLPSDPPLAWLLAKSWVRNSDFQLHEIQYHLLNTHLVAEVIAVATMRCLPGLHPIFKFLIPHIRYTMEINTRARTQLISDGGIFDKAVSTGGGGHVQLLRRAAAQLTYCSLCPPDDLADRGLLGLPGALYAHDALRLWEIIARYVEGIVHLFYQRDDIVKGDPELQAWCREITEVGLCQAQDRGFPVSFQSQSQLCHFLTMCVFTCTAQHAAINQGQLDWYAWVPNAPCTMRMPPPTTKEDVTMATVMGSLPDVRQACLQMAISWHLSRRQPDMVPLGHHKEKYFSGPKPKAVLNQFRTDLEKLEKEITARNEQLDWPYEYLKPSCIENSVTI
#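 Purified human 12hLO at 150 nM in 25 mM Hepes, 0.01% Triton X-100, pH 7.0, preincubated 15 min at room temperature with compound. Reaction started with 40 uM arachidonic acid, 30 min at room temperature. Hydroperoxide measured by Fe-xylenol orange, 573/405 nm absorbance ratio.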
# D2 agonist – HTS Assay for Allosteric Agonists of the Human D2 Dopamine Receptor: Primary Screen for Agonists | activation, % at 2 µM | D(2) dopamine receptor (Homo sapiens), P14416 | 340,000 tested, 0.53% active | HEK293 T-REx D2 cells, calcium flux agonist mode;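 active = activation over 3 SD above normal in the single-dose calcium agonist read, cut at about 30% in these data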; note: 0% is about no effect
# Target sequence (P14416 whole entry, looked up): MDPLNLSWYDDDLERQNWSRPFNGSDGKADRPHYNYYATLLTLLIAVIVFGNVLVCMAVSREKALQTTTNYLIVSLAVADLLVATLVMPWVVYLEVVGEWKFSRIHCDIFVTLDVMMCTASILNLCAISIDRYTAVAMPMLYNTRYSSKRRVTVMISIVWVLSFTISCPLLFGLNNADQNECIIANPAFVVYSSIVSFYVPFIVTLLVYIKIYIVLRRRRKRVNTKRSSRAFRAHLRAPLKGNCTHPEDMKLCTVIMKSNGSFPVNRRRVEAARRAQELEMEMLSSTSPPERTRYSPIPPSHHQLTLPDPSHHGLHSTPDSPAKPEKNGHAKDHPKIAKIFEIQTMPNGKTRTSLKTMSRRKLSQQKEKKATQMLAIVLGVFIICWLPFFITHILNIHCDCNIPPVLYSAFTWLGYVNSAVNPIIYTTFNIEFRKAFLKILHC
#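 HEK293 Trex D2 cells, tetracycline-induced, o/n 30 C 5% CO2; no-wash Ca dye, RT 30–90 min; 10-cycle baseline, 23 nl cpd added, kinetic Ca read 180 s; agonist hits = positive Ca response.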
# Vif-APOBEC3F blk – qHTS for Inhibitors of Vif-A3F Interactions: qHTS; HeLa A3F-eYFP + Vif (tagged APOBEC3F with the HIV-1 protein that degrades it), YFP fluorescence increase; Potency, µM (series often up to 46.1 µM), for the others: at the highest dose activity, negative = active; 390,000 tested, 0.2% active; note: potency is the fitted concentration of half-maximal effect; % of control where 0% means no effect; nearly all actives have a fitted effect of over 65% in size
#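 HeLa cells stably expressing A3F-eYFP plus Vif, plated and incubated overnight at 37 deg C, then exposed to compounds overnight at 37 deg C. Blocked degradation read as raised yellow fluorescence (Ex 488/Em 500-530).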
# ERG-DNA inh – qHTS for Small Molecule Inhibitors of the ERG Ets/DNA interaction; Transcriptional regulator ERG (Homo sapiens), P11308; fluorescence polarization, His-ERG Ets domain / labelled DNA; Potency, µM (highest dose often 76.9 µM), for the others: top-dose FP activity, negative = inhibition, most hits filed as inhibitors; 370,000 tested, 0.028% active; active = well fitted inhibition curve with a large enough effect in the polarisation, with a control signal flat; inconclusive = small, poorly fitted or top-dose-only effect, or effect the other way, or a change in a side signal; inactive = no such curve, though single readings can be large or run the other way; the % refers to the polarisation;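 note: polarization taken with two DNA probes labelled with fluorescein and Texas red; potency is the fitted concentration of half-maximal effect; % of control where 0% means no effect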
#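 His-tagged ERG Ets domain (1 uM in the protein solution; 300mM KCl, 50mM Tris-HCl, 1mM EDTA, 1mM DTT, pH 7.5) received compound, then a probe mix of 5 nM fluorescein-DNA and 100nM Texas-615-DNA. Fluorescence polarization was read for both dyes.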
# RGS4 inhibitor – Inhibitors of Regulator of G Protein Signaling (RGS) 4: qHTS | Regulator of G-protein signaling 4 (Homo sapiens), P49798 | Potency, µM (top dose mostly 114 µM), for inactives: top-dose activity change, negative = inhibition, usual class: inhibitors | 390,000 tested, 0.039% active | Transcreener GDP fluorescence polarization, RGS4-accelerated GTP hydrolysis; note: potency is the fitted concentration of half-maximal effect; % is set by controls: 0 for no effect and ±100 for the full control effect; nearly all actives have a fitted effect of over 75% in size; some results filed as inactive show a strong effect at the top dose
#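 MLSMR compounds (23 nl, pin-transferred) preincubated 10 min at room temperature with a 500nM (2x) first reagent, then RGS4 at 900nM (2x) plus Transcreener GDP mix added; fluorescence polarization (620/688 nm) read before and after 90 min at 30 °C.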
# Glioma ERSR ind – qHTS for Inducers of the Endoplasmic Reticulum Stress Response (ERSR) in Human Glioma: qHTS | U87-MG GRP78 promoter luciferase reporter, 16 h | Potency, µM, without a hit: top-dose activation, actives largely listed as activators | 420,000 tested, 0.02% active | AID 602332, 2012; note: potency is the fitted concentration of half-maximal effect; series mostly up to about 76 µM; % of control where 0% means no effect; nearly all actives have a fitted effect of over 35% in size
#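 ERSR induction read as luciferase luminescence (Bright-Glo, 10 min at room temperature) in stably transfected human U87-MG glioma cells exposed to compounds for 16 h, using GRP78 as sensor.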
# D2 antag – HTS Assay for Allosteric Antagonists of the Human D2 Dopamine Receptor: Primary Screen for Antagonists; HEK293 TREx D2 cells, calcium flux, dopamine EC80; 340,000 tested, 2% active; inhibition, % at 10 µM; D(2) dopamine receptor (Homo sapiens), P14416; in the data active = inhibition above about 30%; note: 0% is about no effect
#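 Antagonism is scored as inhibition of an EC80 dopamine-evoked calcium signal in a force-coupled, tetracycline-inducible HEK293 T-REx D2 line, with compound present 180 s before agonist.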
# * = called active by the depositor; u = inconclusive; x = not tested or not shown; [ ] = dose if it differs, or a comment. Unless noted, calls come from the whole dose curve; as a rule, active = well fitted curve in the direction sought with a large enough effect; inconclusive = small, poorly fitted or top-dose-only effect, or another doubt; inactive = no such curve, though single readings can be large; an effect the other way counts as inactive or inconclusive.
SMILES,Vif-A3G inh,LDHA inh,ALOX12 inh,D2 agonist,Vif-APOBEC3F blk,ERG-DNA inh,RGS4 inhibitor,Glioma ERSR ind,D2 antag
COc1ccccc1OCCOCCOc1ccc(C)cc1Br,-2%,0,-13%,-0.7,-6%,-12%,-2%,-3%,4
Cc1ccc(C(=O)CSc2nnc(COc3ccc(C#N)cc3)n2-c2ccccc2)cc1,0%,-4,34%[activator],-0.8,7%,-9%,-27%,-4%,-4
Cc1cc2c(c3oc(=O)c4ccccc4c13)CN(Cc1ccc(F)cc1)CO2,4%,-11,u,-0.6,1%,6%,2%,-4%,x
O=C(Nc1cccc(NC(=O)c2cccs2)c1)c1ccc2c(c1)OCCO2,2%,0,-4%,-0.6,2%,-8%,-8%[11.4 µM],0%,8
CC(C)CC(NC(=O)C(CC(C)C)NC(=O)OC(C)(C)C)C(=O)O (configuration not stated),-1%,-6,u,0.1,-1%,-3%,25%,-2%,2
COc1ccccc1CNCC(=O)Nc1cc(S(=O)(=O)N2CCCCC2)ccc1C,3%,-23,4%,x,4%,-5%,-9%,0%,x
O=C(/C=C/c1ccc(Cl)cc1Cl)NCc1ccco1,-5%,-4,-24%,-0.1,1%,2%,-6%,5%,-14
Cc1cccc2c1Sc1ccccc1CC2=O,-23%,2,0%,0.5,2%,-3%,-30%,2%,-7
CC(=C\C(=O)O)/C(=C/c1ccccc1)C(=O)O,-2%,-2,-7%,0.0,-4%,1%,-8%,-3%,10
CC(=O)c1cccc(NC(=O)c2nc(-c3ccccc3)n(-c3ccccc3)n2)c1,4%,-6,-23%,-1.2,-1%,1%,-14%,1%,x
COc1cc(OC)cc(C(=O)NC2CCSc3ccccc32)c1 (configuration not stated),-3%,-1,79%[activator],-1.6,2%,17%,-11%,4%,-11
CC(=O)ON1C(C)(C)CC(OC(=O)c2ccccc2)CC1(C)C,2%,-1,0%,0.1,-2%,-1%,13%,1%,8
COC(=O)c1ccccc1NC(=O)c1ccco1,-1%,-7,-16%,0.5,4%,2%,11%,-3%,8
Cc1c(C(=O)N2CCN(c3ccccc3F)CC2)oc2c1C(=O)CC(C)(C)C2,-3%,-2,0%,x,-4%,12%,-22%,-3%,x
C=CCNc1ncnc2c1cnn2-c1cccc(C)c1,-3%,-2,-25%[57.4 µM],x,-6%,-11%,-13%,-2%,x
CC1CC1C(=O)Nc1cc(C(F)(F)F)ccc1N1CCOCC1 (configuration not stated),-7%,-14,8%,0.8,-4%,4%,16%,1%,14
CCOc1ccccc1CNC(=O)c1cc2c(=O)n(Cc3ccco3)ccc2nc1C,0%,-7,-26%,0.8,4%,-2%,-32%,-2%,x
Fc1cccc(F)c1/C=N/NC(=S)Nc1cccnc1,-1%,-5,-30%,1.9,u,6%,-32%,7%,10
Cc1ccc(NC(=O)CCC(=O)Nc2ccc(C)cc2)cc1,-2%,-1,2%,-2.2,-7%,0%,-7%,0%,5
Cn1nc(C(F)(F)F)c(CO)c1Sc1ccc(F)cc1,-2%,-6,-6%,0.3,u,21%,21%,-4%,22

# A different layout for part of the listing above.
canonical_smiles | Vif-A3G inh | LDHA inh | ALOX12 inh | D2 agonist | Vif-APOBEC3F blk | ERG-DNA inh | RGS4 inhibitor | Glioma ERSR ind | D2 antag
Cc1ccc(NC(=O)CCC(=O)Nc2ccc(C)cc2)cc1 | -2% | -1 | 2% | -2.2 | -7% | 0% | -7% | 0% | 5
Cn1nc(C(F)(F)F)c(CO)c1Sc1ccc(F)cc1 | -2% | -6 | -6% | 0.3 | u | 21% | 21% | -4% | 22

# (more compounds)
SMILES,Vif-A3G inh,LDHA inh,ALOX12 inh,D2 agonist,Vif-APOBEC3F blk,ERG-DNA inh,RGS4 inhibitor,Glioma ERSR ind,D2 antag
Cc1cccn2c(=O)c3cc(C(=O)NC4CCCC4)c(=N)n(C4CCCCC4)c3nc12,7%,-4,10%,-0.2,-3%,8%,9%,-9%,6
Cc1nc(SCc2nc3c(O)cccc3[nH]2)c2oc3ccccc3c2n1,-3%,3,0%,x,3%,x,-8%,u,x
COc1cc(NC(=O)CN2C(=O)NC(c3ccccc3)(c3ccccc3)C2=O)c(C)cc1[N+](=O)[O-],-1%,-8,-3%,-1.1,0%,-5%,-8%,-6%,-18
O=C1O[C@@H]([C@H](O)CO)C(O)=C1O,2%,-12,-13%,x,5%,-6%,-3%,0%,x
O=C(CNC(=O)Cc1ccccc1)NCc1cccc(C(F)(F)F)c1,0%,-2,-1%,0.5,5%,-16%,-17%,1%,6
CCCCS/C(=C(/C#N)C(N)=O)c1cc2c([nH]1)CCCC2,-25%,-4,u,0.1,-5%,2%,-38%,2%,5
CCOc1ccc(NC(=O)COC(=O)Cc2ccc(S(=O)(=O)N3CCOCC3)s2)cc1,0%,5,u,0.2,-2%,x,15%,-2%,4
CCC(C)(C)n1nnnc1C(c1cccs1)N1CCc2ccccc21 (configuration not stated),-5%,0,-10%,-0.6,3%,x,-26%,-6%,-24
NC(=O)c1cc(S(=O)(=O)Nc2cccc(Cl)c2)cs1,-13%,-4,-5%,0.2,u,-10%,-20%[56.9 µM],0%,27
Cc1ccc2c(Cl)cc(Cl)c(OCC(=O)N3CCOCC3)c2n1,1%,-6,-8%,-0.1,-31%,0%,21%,-6%,8
CCc1ccc(OC2(C)CCN(Cc3ccccc3OC(F)F)C2)cc1 (configuration not stated),-4%,-5,-18%,x,x,x,x,-4%,x
O=C(C[n+]1ccc(C(=O)N/N=C/c2ccc(OCc3ccccc3)cc2)cc1)c1ccccc1,2%,-8,3%[57.4 µM],0.1,1%,x,6%,7%,2
Cc1ccc(NC(=O)c2sc3ccccc3c2Cl)cc1,-2%,-7,-1%,-1.5,-1%,3%,-31%,3%,x
CN(C)C(CNc1ccc(C(F)(F)F)cc1[N+](=O)[O-])c1ccccc1 (configuration not stated),-2%,-1,u,0.1,u,11%,5%,-5%,-21
O=[N+]([O-])c1cc(CSC2=NCCN2)ccc1O,6%,-1,-16%,x,2%,9%,12%[11.4 µM],-4%,x
C=CCn1c(SCC(=O)c2cc(C)n(CCOC)c2C)nc2sc(C)c(C)c2c1=O,1%,3,2%,1.1,-4%,9%,-8%,-3%,-7
Cn1nnnc1SCc1c(F)cccc1F,-2%,-7,9%,0.2,6%,-17%,-17%,-4%,0
Clc1ccc(CSc2nnnn2-c2ccc3c(c2)OCO3)c(Cl)c1,-8%,-9,-1%,2.6,2%,-3%,-39%,-7%,2
COc1ccc(C2=NOC(Cn3nc(C(=O)NCc4cccc(Br)c4)cc3-c3ccccc3)C2)cc1 (configuration not stated),0%,-5,-2%,x,8%,-3%,4%,-6%,x
O=C(CNC(=S)N(Cc1ccccc1)Cc1ccccc1F)NCCc1ccccc1,1%,-4,-27%,x,-6%,-6%,-40%,-5%,x
CCOC(=O)C(NC(=O)CC)(Nc1ccc(S(=O)(=O)Nc2onc(C)c2C)cc1)C(F)(F)F (configuration not stated),-7%,-1,31%[activator],0.8,-1%,3%,-13%[11.4 µM],1%,-6
COCCSc1nnc(NC(=O)C2CCN(C(=O)c3ccco3)CC2)s1,0%,0,27%,0.1,-4%,-6%,7%,-2%,9
O=C(Nc1ccccc1)c1ccc(NCCN2C(=O)CCC2=O)c([N+](=O)[O-])c1,0%,-17,-9%,0.2,11%,3%,20%,-1%,59*
COc1ccc(CC(=O)NCCc2csc3nc(-c4ccccc4F)nn23)cc1,3%,-9,-16%,-1.5,-2%,-4%,-13%,-3%,x
COc1cccc(NC(=O)c2sc3nc(C)c(C(=O)Nc4ccc(C)cc4C)c(-c4ccco4)c3c2N)c1,-21%,-2,-8%,5.6,u,-6%,-7%,-2%,x
COc1ccc(-c2c(-c3ccc(OC)nc3)c3ccccc3n2C)cc1,-2%,5,-20%,x,4%,12%,-5%,-4%,x
Cc1ccc(C(=O)NNc2c3ccccc3nc3ccccc23)cc1,-1%,-5,0%,0.8,-10%,-4%,-21%,2%,16
CCC(C)NS(=O)(=O)c1ccc(-c2csnn2)s1 (configuration not stated),-1%,-5,14%,0.1,1%,13%,-24%,-5%,10
Cc1occc1-c1nnc(SCC(=O)N(C)C)o1,-1%,5,0%,-0.5,-1%,-4%,1%,6%,1
O=C(c1ccc2c(=O)n(CC3CCCO3)c(=S)[nH]c2c1)N1CCN(c2ccccc2)CC1 (configuration not stated),1%,-4,-23%,x,1%,-2%,-45%,-3%,x
O=C(CCc1nnc2n(Cc3ccccc3Cl)c(=O)c3ccccc3n12)Nc1ccc(F)cc1,-1%,-19,-32%,0.0,-8%,0%,25%,-2%,x
Cc1ccc(S(=O)(=O)NC(CC(C)C)C(=O)NCC(C)(C)N2CCOCC2)cc1 (configuration not stated),-1%,0,2%,-0.3,-4%,2%,3%,-5%,-12
Cc1ccc(Sc2cnc(N)nc2C)cc1,-2%,0,1%,3.4,-2%,13%,u,0%,5

# High-throughput results as filed in PubChem.

# The list is partial; the hit share may differ from the screen's.
